Assay outcomes (PubChem BioAssay)
FUS suppressor – qHTS for Suppressors of FUS Proteinopathy: Primary screen using FUS-linked yeast assay; 390,000 compounds, 0.24% hits; Potency, µM (titrated, usually from 76.6 µM), without a hit: at the top dose growth rescue (activation), most hits filed as activators; S. cerevisiae FUS-expressing, growth rescue, OD600, 24 h;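 further: potency means the concentration at half of the fitted maximal effect; plate controls were DMSO vehicle for no effect and reference control for full effect; nearly all actives have a fitted effect of over 55% in size; some results filed as inactive show a strong effect at the top dose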
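Absorbance at 600 nm, taken 24hr after compound addition, measured rescue of FUS-yeast growth at 30C. Induction used 2% galactose with seeding at OD 0.005. Controls: CP55940 from 92uM final, DMSO only.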
Abeta yeast res – qHTS for compounds that reverse cellular toxicity of Amyloid beta (A-beta) peptide in yeast: Primary Screen. yeast expressing A-beta42, growth rescue, OD600, 48 h; response scale: 0% DMSO, 100% iron-clioquinol control. 410,000 compounds, 0.063% hits. Potency, µM (doses to about 46.1 µM), inactives show at the highest dose growth rescue, usual class: activators; further: potency means the concentration at half of the fitted maximal effect; nearly all actives have a fitted effect of over 55% in size
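Yeast growth medium received pinned compounds, then yeast cells expressing toxic A-beta were added; plates incubated at 30 C for 48 hr. Growth read as absorbance at 600 nm, normalized to DMSO and equimolar FeCl3 plus clioquinol controls.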
PLK1 PBD inh – qHTS for Inhibitors of PLK1-PDB (polo-like kinase 1 - polo-box domain): Primary Screen; Potency, µM, for the others: max response, negative = inhibition, most hits filed as inhibitors; 360,000 compounds, 2.8% hits; AID 720504, 2013; Serine/threonine-protein kinase PLK1 (Homo sapiens), P53350; Plk1 PBD binding of FITC phosphopeptide, fluorescence polarization; further: potency means the concentration at half of the fitted maximal effect; series mostly up to about 57 µM; on the % scale 0 is the no-effect control and ±100 the full control effect; nearly all actives have a fitted effect of over 65% in size
Target sequence (P53350 whole entry, looked up, the tested form may be a part): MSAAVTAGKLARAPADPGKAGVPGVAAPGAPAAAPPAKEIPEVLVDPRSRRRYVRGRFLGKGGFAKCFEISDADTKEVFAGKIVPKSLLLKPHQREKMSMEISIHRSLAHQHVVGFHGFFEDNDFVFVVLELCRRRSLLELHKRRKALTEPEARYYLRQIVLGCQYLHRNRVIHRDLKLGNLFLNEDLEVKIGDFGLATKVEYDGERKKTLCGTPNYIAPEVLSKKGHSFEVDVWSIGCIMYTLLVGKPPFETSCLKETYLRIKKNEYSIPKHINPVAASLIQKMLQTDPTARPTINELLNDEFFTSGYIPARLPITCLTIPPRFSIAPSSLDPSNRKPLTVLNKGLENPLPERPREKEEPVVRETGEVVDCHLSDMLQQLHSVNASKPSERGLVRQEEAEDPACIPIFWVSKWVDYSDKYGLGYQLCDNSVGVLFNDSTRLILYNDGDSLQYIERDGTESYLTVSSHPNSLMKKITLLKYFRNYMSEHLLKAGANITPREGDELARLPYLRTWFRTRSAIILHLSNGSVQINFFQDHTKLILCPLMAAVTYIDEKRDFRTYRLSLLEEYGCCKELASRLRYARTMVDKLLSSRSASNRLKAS
aSyn rescue – qHTS of alpha-syn Inhibitors. Yeast expressing alpha-synuclein, growth rescue, BacTiter-Glo, 24 h. Potency, µM (top dose mostly 46.1 µM), for the others: at the top dose growth rescue (activation), usual class: activators. AID 652106, 2013. 370,000 compounds, 0.14% hits; further: potency means the concentration at half of the fitted maximal effect; % of control where 0% means no effect; nearly all actives have a fitted effect of over 65% in size
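Galactose-induced alpha-syn yeast (OD600=0.02, raffinose-pregrown) + pinned cpd, 24 hr, 30 deg C; growth by BacTiter-Glo luminescence. Growth restoration scores as activation.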
IL2 activator – qHTS of IL-2 Activators; 360,000 compounds, 0.065% hits; activation, % (series mostly up to about 46 µM); IL-2 activation reporter assay, cell-based qHTS; stimulated with anti-CD3/CD4/CD28 beads; in transgenic mouse T cells; in the data active means activation above about 50%; inconclusive means mostly about 30% to 49%; further: 0% is about no effect
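Unstimulated transgenic mouse T cells preincubated 60 min with compound, then stimulated with anti-CD3/anti-CD4-coated beads plus anti-CD28 for 18 h at 37 degrees C. IL-2 response read as EGFP and DsRed fluorescence by plate cytometry.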
WRN helicase inh – qHTS for Inhibitors of WRN Helicase; 360,000 compounds, 0.46% hits; Bifunctional 3'-5' exonuclease/ATP-dependent helicase WRN (Homo sapiens), Q14191; Potency, µM (doses to about 114 µM), without a hit: at the top dose activity change, negative = inhibition, hits mostly inhibitors; AID 651768, 2012; WRN helicase unwinding, fluorescent forked duplex, kinetic; further: potency means the concentration at half of the fitted maximal effect; on the % scale 0 is the no-effect control and ±100 the full control effect; nearly all actives have a fitted effect of over 55% in size
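Screening of the MLSMR collection measured strand separation of a quenched forked DNA duplex (100 nM) by 20 nM WRN with 2 mM ATP, all final. Compounds were preincubated with enzyme 15 min at room temperature.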
EPAC1 agonist – qHTS for Agonist of cAMP-regulated guanine nucleotide exchange factor 3 (EPAC1): primary screen; Rap guanine nucleotide exchange factor 3 (Homo sapiens), O95398; EPAC1 agonist qHTS, biochemical assay; response scale: 100% = response to 6.5 mM cAMP; Potency, µM (highest dose often 154 µM), inactives show top-dose activation, usual class: activators; 360,000 compounds, 0.073% hits; AID 720707, 2013; further: potency means the concentration at half of the fitted maximal effect; nearly all actives have a fitted effect of over 60% in size
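Nucleotide exchange assay: 100 nM EPAC1 with 250 nM Rap1B loaded with BODIPY-GDP and 50 uM GDP, room temperature. Fluorescence (480/540 nm) read every 5 min for 30 min; signal change normalized to 6.5 mM cAMP as full agonist.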
PI5P4K alpha inh – qHTS for Inhibitors of phosphatidylinositol 5-phosphate 4-kinase (PI5P4K). Phosphatidylinositol 5-phosphate 4-kinase type-2 alpha (Homo sapiens), P48426. PI5P4Kalpha enzyme, ADP-Glo luminescence, 60 min; hits give low values. max response, %. 330,000 compounds, 1.2% hits. AID 652105, 2013; active means max response of -50% or lower; inconclusive means between -30% and -50%; inactive means -30% or higher; further: value at the top dose of about 77 µM; on the % scale 0 is the no-effect control and ±100 the full control effect
Target sequence (P48426 whole entry, looked up): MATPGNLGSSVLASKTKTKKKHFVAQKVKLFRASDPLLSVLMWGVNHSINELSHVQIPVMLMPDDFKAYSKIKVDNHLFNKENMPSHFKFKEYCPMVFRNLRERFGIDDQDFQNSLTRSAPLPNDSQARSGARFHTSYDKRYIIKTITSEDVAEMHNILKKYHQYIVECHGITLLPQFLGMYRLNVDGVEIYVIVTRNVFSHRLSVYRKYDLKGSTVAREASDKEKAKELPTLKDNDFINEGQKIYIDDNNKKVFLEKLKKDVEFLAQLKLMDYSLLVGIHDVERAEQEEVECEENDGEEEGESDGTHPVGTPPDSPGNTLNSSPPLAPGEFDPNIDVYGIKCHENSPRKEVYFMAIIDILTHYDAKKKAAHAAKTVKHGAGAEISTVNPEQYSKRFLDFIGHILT
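PI5P4Kalpha ADP-Glo assay; 5 microM ATP final; 60 min RT reaction; HEPES pH 7.4/EGTA/CHAPS, 5% DMSO; controls lacking substrate or enzyme; luminescent end-point.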
EPAC1 antagonist – qHTS for Antagonist of cAMP-regulated guanine nucleotide exchange factor 3 (EPAC1): primary screen. EPAC1 GEF assay, Rap1b-BODIPY-GDP exchange fluorescence. Potency, µM (highest dose often 115 µM), without a hit: at the top dose activity change, negative = inhibition, most hits filed as inhibitors. 360,000 compounds, 0.14% hits. AID 720709, 2013;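 further: potency means the concentration at half of the fitted maximal effect; plate controls were vehicle for no effect and positive control for full effect; nearly all actives have a fitted effect of over 50% in size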
Starred values were filed as active, the others as inactive; ? = inconclusive; nt = no result given; [ ] = another dose, or the depositor's remark. Unless noted, the call rests on the fitted dose curve; in most records, active means well fitted curve in the direction sought with a large enough effect; inconclusive means small, poorly fitted or top-dose-only effect, or another doubt; inactive means no such curve, though single readings can be large; an effect the other way counts as inactive or inconclusive.

compound	FUS suppressor	Abeta yeast res	PLK1 PBD inh	aSyn rescue	IL2 activator	WRN helicase inh	EPAC1 agonist	PI5P4K alpha inh	EPAC1 antagonist
CS(=O)(=O)Nc1nnc(C2CCCC2)s1	-9%	6%	19µM*	-2%	0.1	4%	-6%	-18	-6%
Cc1ccc2nc(-c3ccc(NS(=O)(=O)c4ccc(F)c(F)c4)cc3)sc2c1	23%	-72%[inhibitor]	-16%	-27%	-1.1	-26%[57.1 µM]	5%	-2	?
CN(Cc1ccccc1)C(=O)CCC1CCN(C(=O)CC2=CCCCC2)CC1	11%	19%	-1%	12%	-4.5	17%	-2%	-6	1%
CC(C)(C)CC(=O)NC(=S)Nc1ccccc1C(F)(F)F	4%	-2%	-4%	7%	-2.7	-12%	-1%	nt	-21%
O=C(CSc1nnc2ccc(-c3ccco3)nn12)Nc1ccccc1F	27%	-14%	-15%	-2%	-1.3	?	2%	-15	-23%
COc1cc2c(cc1OC)C(NC(=O)C(F)(F)F)CNC2=O (stereo unspecified)	-5%	13%	-9%	-6%	-1.0	8%	4%	4	-2%
O=C(Nc1ccccc1Cl)c1ccccc1Oc1ccc(C(F)(F)F)cc1[N+](=O)[O-]	16%	17%	-8%	-9%	-0.1	-28%	12%	4	-23%
CCN(CC)c1ccc(/C=N/NC(=O)CCC(=O)NCc2ccccc2)c(O)c1	5%	-30%	-9%	-4%	0.0	-23%	1%	6	-6%
CC(C)c1ccc(CCNC(=O)c2cccc(S(=O)(=O)N3CCN(C)CC3)c2)cc1	9%	-8%	3%	-2%	-3.2	-5%	-4%	-4	1%
CC1CCN(c2ccc([N+](=O)[O-])cc2C(=O)O)CC1	nt	-4%	-6%	7%	0.1	-4%	-7%	1	-28%
Cc1nc2cc(CO)ccc2s1	-17%	2%	-5%	-5%	0.9	-3%	-8%	5	-3%
C[N+]1(CC(O)c2ccccc2)CCCCCC1 (stereo unspecified)	-4%	-15%	-4%	1%	1.5	-1%	13%	0	14%
Cc1cccc(C)c1NC(=O)CN(C)CC(=O)N1CC(=O)Nc2ccccc21	-7%	1%	6%	-5%	1.0	-4%	0%	5	8%
CCN1CCCc2cc(CN(CCN3CCOCC3)C(=S)Nc3cccc(Cl)c3)ccc21	13%	21%	-2%	-3%	-2.5	-3%	2%	-4	-1%
CC(C)CCCN1C(Nc2ccccc2)=NC[C@@H]1CC(C)C	2%	2%	-18%	2%	-3.2	0%	-5%	1	-8%
CCCC(=O)NCc1cc(-c2nn(C)c(=O)c3ccccc23)ccc1C	15%	19%	0%	1%	1.2	6%	-6%	3	6%
Cc1ccc(C(=O)OCC(=O)N(CC(C)C)c2c(N)n(Cc3ccccc3)c(=O)[nH]c2=O)s1	12%	-7%	0%	1%	3.6	11%	17%	2	-5%
COc1cc(NC(=O)COC(=O)CSc2ccc3ccccc3c2)c(C)cc1[N+](=O)[O-]	?	-2%	-8%	12%	-2.9	-1%	0%	-1	-7%
CCOC(=O)c1sc(NC(=O)COc2ncnc3ccccc23)c(C(=O)OCC)c1C	-12%	-9%	2%	-1%	4.6	6%	5%	-3	26%
Cc1ccc(NC(=O)CCCc2ccccc2)c([N+](=O)[O-])c1	-10%	15%	-4%	5%	2.7	-6%	8%	11	14%
CCOc1ccc(-c2c(=O)n(OCc3ccccn3)c3ccccc3[n+]2[O-])cc1	1%	-7%	-4%	-4%	-0.3	4%	8%	0	0%
CCOC(=O)C1=C(CCl)NC(=O)NC1c1ccc2c(c1)OCO2 (stereo unspecified)	27%	-3%	-22%	0%	-0.5	-13%	3%	1	-17%
COc1cc(C(c2c(C(=O)O)[nH]c3ccccc23)c2c(C(=O)O)[nH]c3ccccc23)ccc1OCc1ccccc1	?	22%	8.4µM*	-26%	0.1	-16%[11.6 µM]	1%	3	40µM*
O=C(CCc1nnc2ccc(N3CCCCC3)nn12)NCC1CCN(Cc2ccc(F)cc2)CC1	11%	4%	-17%	0%	-2.3	3%	4%	-2	3%
CCOc1ccc(NS(=O)(=O)c2ccc(C(=O)NC3CCC(O)CC3)cc2)cc1 (stereo unspecified)	1%	-3%	-4%	-2%	-6.4	12%	-4%	4	23%
Cc1ccccc1NC(=O)Cc1nc(-c2ccc3ccccc3c2)cs1	-12%	-13%	-17%	-18%	-0.8	-5%	7%	-10	9%
CCOc1ccc(S(=O)(=O)N2CCCC(C(=O)NC3CC3)C2)cc1Cl (stereo unspecified)	14%	-5%	-8%	-1%	0.7	-22%	-52%[inhibitor]	22	2%
Cc1cccc(C(C)(C)C)c1OCCCCN1CCCC1	-6%	-9%	?	4%	-0.5	6%	0%	1	-2%
Cc1c(/C=N/Nc2ccc([N+](=O)[O-])cn2)c2ccccc2n1Cc1ccccc1	1%	-16%	6%	-2%	-2.4	-5%	-9%	-7	-1%
O=C(OCC(=O)c1ccc[nH]1)c1ccc(S(=O)(=O)C(F)F)cc1	-16%	-5%	3%	2%	-0.5	4%	8%	-6	-4%

Single records, as listed above. Values in the order: FUS suppressor	Abeta yeast res	PLK1 PBD inh	aSyn rescue	IL2 activator	WRN helicase inh	EPAC1 agonist	PI5P4K alpha inh	EPAC1 antagonist
Results for CC1CCN(c2ccc([N+](=O)[O-])cc2C(=O)O)CC1 : nt	-4%	-6%	7%	0.1	-4%	-7%	1	-28%
Results for O=C(CCc1nnc2ccc(N3CCCCC3)nn12)NCC1CCN(Cc2ccc(F)cc2)CC1 : 11%	4%	-17%	0%	-2.3	3%	4%	-2	3%

(cont.)
compound	FUS suppressor	Abeta yeast res	PLK1 PBD inh	aSyn rescue	IL2 activator	WRN helicase inh	EPAC1 agonist	PI5P4K alpha inh	EPAC1 antagonist
Cc1ccc(NC(=O)Cn2cc(S(=O)(=O)c3ccccc3)c(=O)c3cc(F)ccc32)cc1	15%	2%	-7%	-2%	-0.4	-4%	-12%	5	?
Clc1ccc(-c2nc3ccc(Cl)cn3c2Cc2ccsc2)cc1	6%	-25%	?	-17%	1.3	-8%	-9%	-2	5%
CC1CC(C)CN(C(=O)COC(=O)CCCN2C(=O)c3cccc4cccc(c34)C2=O)C1 (stereo unspecified)	26%	-13%	0%	1%	-2.8	0%	-3%	8	-3%
COc1ccc(/C=N\Nc2ncc(F)c(N3CCOCC3)n2)cc1OC	7%	-5%	-6%	-6%	0.5	-31%	3%	-11	4%
Nc1c(-c2cccc([N+](=O)[O-])c2)nc2ccccn12	nt	-1%	-2%	-10%	-0.5	-11%	0%	-3	-2%
Cc1cc(N2C(=O)C3CC=CCC3C2=O)cc(C)c1Br (stereo unspecified)	-1%	2%	-8%	6%	-0.2	-5%	7%	11	-6%
COc1ccc(C2C(C(=O)Nc3cc(C)on3)c3ccccc3C(=O)N2C)cc1OC (stereo unspecified)	33%	6%	-8%	0%	-2.0	2%	11%	nt	-16%
COc1cc(C(=O)NC2CCN(C)CC2)ccc1Nc1ncc2c(n1)N(CCc1ccccc1)CCC(=O)N2C	-5%	-3%	-27%	-4%	-0.8	-8%	-13%	2	-20%
CC(C)C(OC(=O)CCCC(=O)Nc1nccs1)C(=O)NC1CCCCC1 (stereo unspecified)	-31%	-8%	-1%	1%	-1.0	15%	-11%	2	20%
Cc1ccc(NC(=O)COC(=O)C(NS(=O)(=O)c2ccc(Cl)cc2)C(C)O)cc1 (stereo unspecified)	-11%	-12%	-15%	-1%	-2.6	-1%	0%	6	3%
CCOC(=O)N1CCN(S(=O)(=O)c2ccc(Br)s2)CC1	-3%	-5%	0%	-12%	-0.2	-1%	-4%	-2	3%
COC(=O)c1cc(OC)c(OC)cc1N1C(=O)CCCC1=O	-23%	5%	-4%	2%	2.1	-3%	13%	2	7%
COC(=O)CSc1nnc(CNC(=O)Cc2ccccc2)n1C	31%	21%	-9%	-2%	-0.9	-5%	10%	nt	-1%
O=C1NC(=O)/C(=C\c2ccc(OCc3cnc(Cl)s3)cc2)S1	-17%	-6%	-24%	-1%	2.5	6%	3%	-18	-5%
O=C(Cc1n[nH]c(=O)c2ccccc12)Nc1cccc(S(=O)(=O)N2CCCC2)c1	35%	-7%	3%	-4%	-6.3	-3%	-2%	-2	8%
CC(=O)c1ccc(S(=O)(=O)NCCC(=O)NC(C)c2ccncc2)cc1 (stereo unspecified)	-15%	-15%	-11%	-4%	1.3	-7%	5%	-22	8%
O=[N+]([O-])c1cc(S(=O)(=O)NCCCN2CCOCC2)ccc1Cl	23%	9%	-14%	1%	-0.4	-36%[57.1 µM]	-1%	1	8%
N#CCCN(Cc1ccccc1)C(C(=O)NC1CCCCC1)c1ccnc2ccccc12 (stereo unspecified)	19%	-3%	-9%	-2%	-0.1	-1%	0%	-5	-5%
CCCC1=[N+](CC(=O)c2ccccc2)CCn2c(C)ccc21	22%	15%	-1%	-9%	-3.1	-1%	-3%	nt	6%
Cc1ccc(C23OC(=O)C(C)(C)C2OC(=O)C3(C)C)cc1 (stereo unspecified)	21%	-19%	-6%	-6%	0.0	9%	-2%	7	-11%
COc1ccc(CC(NC(C)=O)C(=O)NC2CCN(c3c(Cc4ccccc4)c(C)nc4ncnn34)CC2)c(OC)c1 (stereo unspecified)	15%	-10%	3%	7%	-0.3	0%	-1%	4	11%
Cc1cc(C)c(NC(=O)CNC(=O)[C@@H]2CCCN2C(=O)c2cccs2)c(C)c1	-4%	18%	1%	2%	-0.3	0%	13%	-2	5%
